# Source: PubChem BioAssay (National Center for Advancing Translational Sciences (NCATS))
# USP1 inh – USP1/UAF1 (human) deubiquitinase inhibition. O94782. recombinant USP1/UAF1, Ub-Rhodamine cleavage fluorescence. Potency, µM (highest dose often 57.1 µM), without a hit: at the highest dose activity change, negative = inhibition, hits mostly inhibitors. 390,000 tested, 0.23% active; further: potency means the concentration at half of the fitted maximal effect; on the % scale 0 is the no-effect control and ±100 the full control effect; nearly all actives have a fitted effect of over 60% in size; inactives centre near -12
#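 High-throughput fluorogenic screen: 1nM USP1/UAF1 complex, Ub-Rho substrate 150nM final, 50mM HEPES pH 7.8 with 0.5mM EDTA, 0.1 mg/ml BSA, 1mM TCEP and 0.01% Tween-20.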
# Vif-APOBEC3F blk – Vif-A3F binding inhibition. HeLa A3F-eYFP + Vif (tagged APOBEC3F with the HIV-1 protein that degrades it), YFP fluorescence increase. Potency, µM (highest dose often 46.1 µM), for the others: at the highest dose activity, negative = active. 390,000 tested, 0.2% active. AID 602313; further: potency means the concentration at half of the fitted maximal effect; % of control where 0% means no effect; nearly all actives have a fitted effect of over 65% in size
#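 HeLa cells stably expressing A3F-eYFP plus Vif, plated and incubated overnight at 37 deg C, then exposed to compounds overnight at 37 deg C. Blocked degradation read as raised yellow fluorescence (Ex 488/Em 500-530).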
# Vif-APOBEC3G blk – inhibitors of Vif-APOBEC3G interaction; Q9HC16; HeLa A3G-eYFP + Vif (tagged APOBEC3G with the HIV-1 protein that degrades it), YFP fluorescence, overnight; Potency, µM (titrated, usually from 46.1 µM), for the others: at the top dose activity, negative = active, actives largely listed as inhibitors; 410,000 tested, 0.076% active; AID 602310;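 further: potency means the concentration at half of the fitted maximal effect; on the % scale 0 is the no-effect control and ±100 the full control effect; nearly all actives have a fitted effect of over 60% in size; hits raise eYFP signal because A3G escapes Vif-driven loss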
#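 HeLa cells stably expressing Vif and C-terminally eYFP-tagged A3G, seeded overnight at 37 deg C, then exposed to compound by pintool overnight at 37 deg C. Rise in yellow fluorescence (Ex 488/Em 500-530, Acumen) marks blocked Vif-driven A3G degradation.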
# IDH1 R132H inh – inhibitors of human mutant IDH1 R132H | IDH1-R132H enzyme, NADPH consumption, diaphorase/resazurin fluorescence | Potency, µM (doses to about 76.6 µM), for the others: at the highest dose activity change, negative = inhibition, hits mostly inhibitors | 390,000 tested, 0.093% active | AID 602179; further: potency means the concentration at half of the fitted maximal effect; on the % scale 0 is the no-effect control and ±100 the full control effect; nearly all actives have a fitted effect of over 65% in size
#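 IDH1-R132H (0.5 ug/mL) preincubated 30 min with compound, then NADPH (0.016 mM) and alpha-KG (2 mM) added; 80 min at RT, pH 7.5. Remaining NADPH coupled via diaphorase/resazurin to fluorescence (540/590 nm); concentration-response curves normalized to no-enzyme control.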
# RXFP1 ag – activates the human relaxin receptor RXFP1; Q9HBX9; HEK293T-RXFP1 cAMP TR-FRET, 30 min; response scale: percent of porcine relaxin response, buffer zero; Potency, µM (series often up to 57.5 µM), inactives show at the highest dose activation, hits mostly activators; 370,000 tested, 0.3% active; AID 2676; further: potency means the concentration at half of the fitted maximal effect; on the % scale 0 is the no-effect control and ±100 the full control effect; nearly all actives have a fitted effect of over 60% in size; many of its hits are not listed in these tables
# Target sequence (Q9HBX9 whole entry, looked up): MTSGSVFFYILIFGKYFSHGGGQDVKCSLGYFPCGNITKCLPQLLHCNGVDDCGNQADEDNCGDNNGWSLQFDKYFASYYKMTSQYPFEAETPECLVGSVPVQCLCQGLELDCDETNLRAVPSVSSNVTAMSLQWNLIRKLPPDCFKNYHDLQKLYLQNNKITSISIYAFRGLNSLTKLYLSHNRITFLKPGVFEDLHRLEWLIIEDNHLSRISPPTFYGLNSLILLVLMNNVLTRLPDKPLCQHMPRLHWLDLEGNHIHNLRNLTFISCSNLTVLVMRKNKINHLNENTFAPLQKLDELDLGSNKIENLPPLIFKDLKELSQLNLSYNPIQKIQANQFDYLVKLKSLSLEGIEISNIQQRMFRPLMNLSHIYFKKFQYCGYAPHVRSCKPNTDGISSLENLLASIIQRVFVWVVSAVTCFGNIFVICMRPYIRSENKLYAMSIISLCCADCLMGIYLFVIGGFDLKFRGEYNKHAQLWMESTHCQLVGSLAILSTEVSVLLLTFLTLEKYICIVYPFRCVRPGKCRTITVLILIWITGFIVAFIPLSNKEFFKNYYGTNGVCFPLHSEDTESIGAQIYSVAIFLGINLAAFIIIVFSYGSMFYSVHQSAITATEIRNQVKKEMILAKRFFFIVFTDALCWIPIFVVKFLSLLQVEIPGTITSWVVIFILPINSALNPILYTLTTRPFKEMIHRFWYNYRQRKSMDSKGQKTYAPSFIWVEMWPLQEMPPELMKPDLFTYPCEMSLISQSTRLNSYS
#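 HEK293 cells stably expressing RXFP1, treated 30 min at 37C with compounds plus PDE4 inhibitor Ro 20174; cAMP measured by HTRF TR-FRET. Normalized to buffer and 29 nM porcine relaxin; EC50 by Hill fit.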
# LDHA block – blocks human lactate dehydrogenase A | activity change, % (values are at about 110 or 230 µM) | purified LDHA, NADH/diaphorase-resazurin fluorescence; active compounds read low | 480,000 tested, 0.15% active | AID 1347041; in the data active means activity change below about -30%; inconclusive means mostly about -25% to -30%;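 further: plate controls were DMSO wells for no effect and wells without enzyme for full effect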
#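 Enzyme activity of human lactate dehydrogenase 5 (2 nM; 0.06 mM NADH, 0.2 mM pyruvate, 5 min, RT) is measured via a resazurin/diaphorase fluorescence readout of residual NADH.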
# Glioma ERSR ind – ER stress response induction in glioma | 420,000 tested, 0.02% active | U87-MG GRP78 promoter luciferase reporter, 16 h | Potency, µM, for the others: at the top dose activation, usual class: activators; further: potency means the concentration at half of the fitted maximal effect; series mostly up to about 76 µM; % of control where 0% means no effect; nearly all actives have a fitted effect of over 35% in size
#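 ERSR induction read as luciferase luminescence (Bright-Glo, 10 min at room temperature) in stably transfected human U87-MG glioma cells exposed to compounds for 16 h, using GRP78 as sensor.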
# PI4K2A inh – PI4K2A (human) kinase inhibition | activity change, negative = inhibition, % at 76.9 µM | Q9BTU6 | AID 1346378 | 420,000 tested, 0.13% active | purified PI4K2A, ADP-Glo luminescence, 1 h; active compounds read low; in the data active means activity change below about -50%; inconclusive means mostly about -30% to -49%;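 further: -100% = wells without enzyme as full effect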
#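 ADP-Glo luminescence measured ADP generated by PI4K2A enzyme (4 ug/mL before mixing) with 1.2 mM PI substrate (pre-mix) and 300 microM ATP (pre-mix). Tris pH7.5 buffer with MgCl2, Triton X-100; 1 h reaction at ambient temperature.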
# TrxR1 substrate – rat thioredoxin reductase 1 substrate activity; O89049; purified TrxR1 substrate turnover, NADPH consumption readout; Potency, µM (series often up to 114 µM), without a hit: top-dose activity change, negative = substrate turnover; 390,000 tested, 0.01% active; AID 588456; further: potency means the concentration at half of the fitted maximal effect; on the % scale 0 is the no-effect control and ±100 the full control effect; nearly all actives have a fitted effect of over 50% in size
#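 Rat TrxR1, dispensed at 90 nM, was prereduced with 400 uM NADPH (final) for 5 min at ~22 deg C, then incubated with compound 15 min before 400 uM selenite. A first-read NADPH fluorescence drop versus no-compound background flagged substrates.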
# Starred values were filed as active, the others as inactive; u = inconclusive; x = not tested or not shown; & = joins results of further samples; [ ] = remark or other dose. Unless noted, the call rests on the fitted dose curve; in most records, active means well fitted curve in the direction sought with a large enough effect; inconclusive means small, poorly fitted or top-dose-only effect, or another doubt; inactive means no such curve, though single readings can be large; an effect the other way counts as inactive or inconclusive. Only part of the results is shown, so the mix of outcomes need not match the whole.
SMILES,USP1 inh,Vif-APOBEC3F blk,Vif-APOBEC3G blk,IDH1 R132H inh,RXFP1 ag,LDHA block,Glioma ERSR ind,PI4K2A inh,TrxR1 substrate
O=C1CC(c2nc(-c3cccc(Cl)c3)no2)CN1c1ccc2c(c1)OCCO2 (centres undefined),-24.7%,2.7%,0.4%,12.3%,-0.2%,3.0,-4.6%,-9.5,3.5%[57.1 µM]
O=C(COC(=O)C12CC3CC(CC(O)(C3)C1)C2)N1CCN(S(=O)(=O)c2ccc(Cl)cc2)CC1,-11.1%,-3.9%,0.2%,4.4%,0.0%,2.1,-6.3%,0.8,-3.5%
COCCCNC(=S)N1CCCN(c2nc3cc(C)ccc3cc2C#N)CC1,-14.1%,-1.4%,4.4%,-0.6%,1.1%,1.0,0.6%,-1.6,16.9%
COc1ccc(S(=O)(=O)c2cnc3ccc(OC)cc3c2N2CCC3(CC2)OCCO3)cc1,-9.0%,-8.9%,-12.5%,-0.9%,4.3%,2.5,-2.1%,-5.1,-4.5%
COc1ccc(N(Cc2ccccc2)S(=O)(=O)c2cccc(C(=O)Nc3ncccc3C)c2)cc1,-0.8%,-4.8%,-3.6%,-5.7%,0.5%,1.4,-2.4%,-2.6,-11.9%
CCOc1ccc(N(c2nc(-c3ccc(OC)c(OC)c3)no2)c2nc(-c3ccc(OC)c(OC)c3)no2)cc1,-16.5%,-9.1%,-1.9%,-13.7%,5.9%,-7.0,-2.4%,-3.1,7.0%
CC1(Cc2cccc(F)c2)C(=O)Nc2ccc(-c3cccnc3)cc21 (centres undefined),x,x,-1.3%,x,x,-8.0,-2.5%,4.5,x
COc1ccc(CCNc2oc(-c3ccc(C)cc3)nc2C#N)cc1OC,-12.0%,-3.5%,0.1%,-13.7%,-0.1%,-13.3,-3.4%,1.2,18.3%
CC1CCC(NC(=O)CN(C)S(=O)(=O)c2cnc[nH]2)CC1 (centres undefined),-20.1%,8.0%,2.6%,-12.1%,1.9%,-9.8,-1.3%,11.8,-3.4%
O=C1NCC(O)=C1C=NCCO,-3.8%,-4.9%,0.5%,1.9%,0.2%,-12.0,-2.9%,-2.0,0.5%
O=C(CNC(=O)c1ccc(F)cc1)NCc1ccc(Cl)cc1,-7.8%,-3.9%,-5.1%,2.6%,3.8%,-0.7,-1.6%,-2.8,4.7%[57.1 µM]
CCC(CC)CN1CCC(CN2CCNC(=O)C2=O)CC1,-15.8%,5.5%,5.0%,14.7%,x,-7.8,-2.3%,-2.0,5.9%
O=C(CN1CCOCC1)n1c2c(c3ccccc31)CCCC2,-5.5%,0.6%,-1.2%,6.6%,-0.7%,4.8,-4.5%,-3.7,-4.2%[57.1 µM]
COc1ccc(NC(=O)CC2CC3CCC2C3)cn1 (centres undefined),-11.3%,2.0%,-2.7%,0.0%,1.5%,-7.2,13.0%,-3.5,0.6%
Cc1ccc([N+](=O)[O-])cc1-c1[nH]c(-c2ccc(O)c(O)c2)nc1-c1ccccc1,-4.6%,-0.4%,-2.9%,-8.1%,0.1%,8.8,-1.0%,-4.8,-3.2%[57.1 µM]
CCN1CCN(C(=O)c2cnn(-c3cccc(Cl)c3)c2C2CCN(C(=O)OC(C)(C)C)CC2)CC1,10.9%,5.1%,3.0%,-2.8%,1.0%,-6.7,-3.9%,1.8,-6.2%
CC(C)(C)NC[C@H](O)COc1nsnc1N1CCOCC1,1.9%&-2.3%&-22.0%,-6.8%&4.9%&1.1%,-1.8%&-3.0%&2.0%,3.3%&19.8%&-3.3%,0.1%&1.3%,-9.4&-10.0&-1.5,2.9%&-4.8%&-1.4%&-1.2%&-2.2%&-3.5%&-3.6%,6.8&3.2&3.8&4.0&4.1,5.6%
CC(C)CNS(=O)(=O)c1ccc(C(=O)Nc2ccc3c(c2)OCO3)cc1,-5.9%,0.2%,-3.8%,-6.7%,6.7%,-2.3,-4.6%,-2.2,4.6%[57.1 µM]
Cc1cc(C)cc(NC(=O)c2ccc(NC(=O)c3ccco3)cc2)c1,-13.5%,-8.4%,-0.4%,-9.0%,-0.8%,-4.9,10.3%,3.5,2.6%
O=c1[nH]cnc2c1nc(NCc1ccccc1)n2C1O[C@@H](CO)[C@H](O)[C@@H]1O (some centres undefined),-16.4%,0.4%,-2.0%,-9.0%,0.9%,-6.2,-2.7%,-4.4,-4.3%
O=C(c1ccccc1F)N1CCN(c2ncccn2)CC1,-7.7%,-12.0%,-0.2%,2.4%,-0.4%,1.1,-1.3%,-3.8,4.2%[57.1 µM]
COc1cc(OC)c(OC)cc1/C=C/c1cc[n+](C)c2ccccc12,x,x,6.0%,x,x,11.8,-2.8%,x,-12.5%
N#Cc1ccsc1NC(=O)COC(=O)c1ccc2ccccc2c1,-10.4%,-5.0%,-6.4%,1.2%,7.6%,2.5,2.6%,-8.6,-3.1%
COc1ccc(OC)c(S(=O)(=O)N2CCC(C(=O)N(C)Cc3ccccc3)CC2)c1,1.0%,1.7%,0.1%,-0.1%,-3.8%,-10.6,-1.4%,1.0,5.0%
CC1CCCN(CCCNC(=O)CN2C(=O)COc3ccccc32)C1 (centres undefined),5.9%,1.0%,-0.5%,-0.7%,0.2%,-11.1,-5.4%,-1.7,-5.4%
NC(=O)CSc1nnc(NC(=O)c2ccc3ccccc3c2)s1,-13.9%,1.0%,-3.0%,31.3%,-0.3%,-5.3,-4.5%,5.4,-0.7%
CCCCc1nnc(NC(=O)C(C)Sc2nc(C)cc(=O)[nH]2)s1 (centres undefined),-6.1%,-10.3%,5.4%,-1.7%,0.5%,-1.8,0.3%,9.9,3.1%[57.1 µM]
CC(C)Cc1nc2oc3c(NCc4cccnc4)ncnc3c2c2c1CCC2,u,-12.0%,0.3%,-3.9%,-0.3%,0.0,-1.1%,-4.0,52.9%[activator]
Cn1cc(CN2CCc3sccc3C2)c(-c2ccccc2F)n1,-13.8%,-3.0%,-0.5%,0.1%,-0.3%,-1.0,-4.6%,-5.7,2.0%
COc1ccc(-c2cc(NC=O)c3ncc(-c4cccc(C(=O)NCCN(C)C)c4)n3c2)c(OC)c1,x,x,-5.5%,x,x,5.0,11.2%,1.9,x
Fc1ccc(-c2cc(-c3ccccc3)c3c(n2)-c2ccccc2OC3)cc1,u,-9.4%,-3.3%,29.0%,1.2%,-4.5,-1.0%,-3.2,25.0%
Cc1ccc(S(=O)(=O)N(Cc2nc(-c3ccc(Cl)cc3)no2)C2CCCCC2)cc1,-3.3%,-2.4%,2.6%,0.3%,0.5%,-3.0,1.0%,2.7,3.0%
O=C(Nc1ccc2c(c1)OCCO2)C1CCCC1,-7.9%,-0.2%,1.0%,-1.3%,0.5%,0.2,-8.0%,5.3,0.9%
COc1ccccc1-c1noc(-c2ccccc2C(=O)Nc2cccnc2)n1,-16.9%,8.6%,-1.4%,14.1%,1.8%,6.5,3.3%,-3.8,-1.7%
CCCNC(=O)NC(=O)CSc1nnc(-c2ccncc2)n1CC,-15.1%,-12.1%,1.8%,7.3%,1.6%,-5.1,-3.2%,-1.2,16.9%
COc1ccccc1CCNS(=O)(=O)c1c(C)n(C)c(=O)n(C)c1=O,5.0%,-7.1%,-0.6%,-2.4%,-0.1%,-6.7,-4.1%,-3.4,-4.7%[57.1 µM]
OCCN1CCN(c2ncnc3c2c(-c2ccccc2)cn3-c2ccc(Br)cc2)CC1,-19.4%,12.3%,u,5.9%,0.6%,0.0,-11.6%,3.1,5.6%[57.1 µM]
C/C(=N\NC(=O)c1cccnc1)c1ccccc1,-22.3%,3.1%,5.0%,3.7%,-1.3%,-1.8,-2.1%,-1.0,-5.2%
COc1ccc(CCC(=O)Nc2cnc3ccccc3c2)cc1,-23.4%,-4.0%,-0.4%,1.5%,3.7%,0.5,6.6%,-2.4,0.4%
CCN1C(=O)[C@@H]2[C@H](C1=O)[C@@H]1C(=O)Nc3ccccc3C(=O)N1[C@@H]2c1cccc(OC)c1,-17.6%,-9.0%,0.9%,-7.1%,2.5%,-1.5,-0.3%,2.0,5.8%
COC(=O)NNC(=S)NCc1ccccc1,-2.6%,-13.6%,0.4%,-0.1%,-2.3%,-3.3,-1.7%,-9.0,-8.9%
CCOC(=O)N1CCN(S(=O)(=O)N2CCCC(C(=O)NCCc3ccc(OCC)c(OCC)c3)C2)CC1 (centres undefined),-21.8%,1.4%,-5.4%,9.1%,3.1%,-0.7,1.9%,-2.1,10.2%
COc1ccccc1CNC(=O)CC(NS(=O)(=O)c1ccc(C)cc1)c1ccco1 (centres undefined),-3.6%,-1.7%,-0.6%,1.4%,-0.4%,-6.2,-0.1%,3.9,8.3%[57.1 µM]
